Source: PubChem (Sanford-Burnham Center for Chemical Genomics)
Gli-Sufu antag = Gli-Sufu pathway antagonism; actives 0.74% (n = 340,000); Sufu-KO-LIGHT fibroblasts, Gli luciferase reporter luminescence; AID 588413; inhibition, % at 5 µM;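 active = inhibition above about 55%, limit read from the data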;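 note: 0% = DMSO-treated cells and 100% = wells with medium but no cells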
APJ ag = APJ receptor agonism; activation, % at 20 µM; actives 0.11% (n = 330,000); CHO-K1 APJ PathHunter beta-arrestin, luminescence; 0% DMSO wells, 100% apelin; AID 2520;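 active = activation more than six SD over the plate average, tested at 20 µM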;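 note: 0% = DMSO alone and 100% = apelin-13 at 10 nM; some results filed as inactive read as strong as hits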
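Assay system – PathHunter CHO-K1 APJ (AGTRL-1) beta-arrestin reporter cells · Compound – one dose, 20 µM compound, 1% DMSO · Timing – compound 90 min 25 °C, reagent 1 h · Measured by – luminescence from split beta-galactosidase complementation, Galacton Star/Emerald II substrate · Measure – beta-arrestin recruitment to APJ as agonist activity, luminescent signal · Benchmarks – DMSO vs Apelin-13 10 nM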
EBI2 block = blocks human EBI2 receptor beta-arrestin signaling; inhibition, % at 5 µM; actives 0.81% (n = 360,000); P32249; EBI2 beta-arrestin recruitment, luminescence, 7a,25-OHC stimulated; in the data active = inhibition above about 38%;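 note: enzyme fragment complementation signal reports receptor beta-arrestin coupling in cells; 0% = agonist plus DMSO wells and 100% = wells without agonist; some results beyond the cut were filed as inactive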
CCR6 antagonist = antagonists of human CCR6 receptor. CHO-K1 CCR6 PathHunter beta-arrestin, luminescence, CCL20-stimulated. inhibition, % at 20 µM. actives 0.49% (n = 340,000);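 active = compounds whose inhibition of the agonist-driven luminescence signal at 20 µM reaches about 50%, limit read from the data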;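 note: cells stimulated with CCL20 at 14 nM final; plate controls were DMSO with CCL20 for no effect and DMSO without agonist for full effect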
Target sequence (P51684 whole entry, looked up): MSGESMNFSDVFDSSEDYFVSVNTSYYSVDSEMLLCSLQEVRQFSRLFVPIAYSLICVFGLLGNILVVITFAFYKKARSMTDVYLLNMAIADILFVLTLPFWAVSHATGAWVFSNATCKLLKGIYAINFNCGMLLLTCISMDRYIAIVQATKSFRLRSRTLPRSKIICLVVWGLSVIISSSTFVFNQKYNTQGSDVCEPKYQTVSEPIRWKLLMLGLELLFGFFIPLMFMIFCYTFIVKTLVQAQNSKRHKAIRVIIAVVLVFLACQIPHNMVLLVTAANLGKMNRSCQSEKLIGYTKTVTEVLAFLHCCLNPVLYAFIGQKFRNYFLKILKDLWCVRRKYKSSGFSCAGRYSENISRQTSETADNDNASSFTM
APJ antagonist = blocks the human apelin receptor APJ. AID 2521. CHO-K1 APJ beta-arrestin complementation, luminescence. P35414. inhibition, % at 20 µM. actives 0.32% (n = 330,000);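 active = inhibition above about 40% at 20 µM, limit read from the data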;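 note: cells challenged with 10 nM apelin-13 agonist together with compound; plate controls were apelin-13 plus DMSO wells for no effect and DMSO wells lacking apelin-13 for full effect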
UBC13 polyUb = inhibitors of human UBC13 polyubiquitin chain formation; P61088; TR-FRET; inhibition, % at 20 µM; actives 0.47% (n = 330,000); AID 485273; in the data active = inhibition above about 45%, passing the limit was not always enough
Target sequence (P61088 whole entry, looked up): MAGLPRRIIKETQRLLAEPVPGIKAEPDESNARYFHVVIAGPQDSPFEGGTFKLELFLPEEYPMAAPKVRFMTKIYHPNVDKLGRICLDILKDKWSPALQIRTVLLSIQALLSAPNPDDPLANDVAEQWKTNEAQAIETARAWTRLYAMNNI
CXCR6 block = inhibitors of human CXCR6 receptor; actives 0.36% (n = 360,000); CHO-K1 PathHunter CXCR6 beta-arrestin, luminescence; inhibition, % at 20 µM; in the data active = inhibition above about 34%, passing the limit was not always enough;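 note: antagonist mode with CXCL16 agonist at 10 nM final; 0% = 10 nM CXCL16 with DMSO and 100% = unstimulated wells without agonist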
Target sequence (O00574 whole entry, looked up): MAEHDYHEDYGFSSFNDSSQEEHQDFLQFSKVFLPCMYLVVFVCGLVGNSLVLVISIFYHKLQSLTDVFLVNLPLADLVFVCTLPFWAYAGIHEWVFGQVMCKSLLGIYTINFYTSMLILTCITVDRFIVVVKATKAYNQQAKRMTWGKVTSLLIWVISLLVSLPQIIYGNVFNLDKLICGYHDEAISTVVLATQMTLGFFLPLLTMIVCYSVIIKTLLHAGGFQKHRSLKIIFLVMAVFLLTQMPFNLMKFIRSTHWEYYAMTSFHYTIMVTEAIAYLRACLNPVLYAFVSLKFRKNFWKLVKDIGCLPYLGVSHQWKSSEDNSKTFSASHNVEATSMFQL
ATG4B inhibitor = blocks human ATG4B protease cleavage of LC3 substrate; Q9Y4P1; ATG4B cleavage of LC3-PLA2, NBD-HPC fluorescence, 1 h; inhibition, % at 8.33 µM; actives 0.51% (n = 340,000); AID 504462; in the data active = inhibition above about 40%
The depositor's hits bear a star; nt = no result given.

Molecule,Gli-Sufu antag,APJ ag,EBI2 block,CCR6 antagonist,APJ antagonist,UBC13 polyUb,CXCR6 block,ATG4B inhibitor
COc1cccc(C(=O)N2CCN(Cc3ccco3)CC2)c1OC,-15,4,-10,4,12,-1,-2,3
Cc1cccc(CNS(=O)(=O)c2ccc(-c3ccc(=O)[nH]n3)s2)c1,-4,7,8,5,-12,-4,-5,11
CC(=O)N1CCN(c2ccc(NC(=O)c3ccc4c(c3)OCCO4)cc2Cl)CC1,-8,1,18,-5,18,2,-3,-9
CCCOc1cccc(-c2nnc(N)s2)c1,-25,-2,4,-17,5,-5,-8,-10
CCCOc1ccc(Cc2nn[nH]n2)cc1,-2,2,-7,0,-5,4,-2,-3
COc1ccc(/C=C/c2n[nH]c(=O)c(C#N)c2C)cc1,17,-1,-3,9,-5,-2,6,6
Cc1ccc(C(=O)Cn2nnc3c(sc4nc5c(c(-c6ccccc6)c43)CCC5)c2=O)cc1,3,-5,13,16,6,-38,-2,-2
Cc1ccccc1CNS(=O)(=O)c1ccc2c(c1)C(C)(C)C(=O)N2C,1,1,-3,11,13,6,7,-7
CCN(CC(=O)Nc1c(F)cccc1F)C(=O)CCCOc1ccc(OC)cc1,-3,0,4,-3,18,10,6,-1
N#CCSCC(=O)Nc1ccc(Br)cc1,-1,-5,6,-9,-9,16,-6,0
Cc1c(Cl)cccc1NC(=O)CCC(=O)NNC(=O)c1ccco1,2,-3,-9,0,-5,7,-3,15
CSc1ncc(C(=O)Nc2ccc(C(C)=O)cc2)c(-c2ccccc2)n1,-12,-5,1,7,15,-3,9,-4
O=C(NCc1ccccn1)c1cccc(S(=O)(=O)NCc2ccccc2)c1,-1,-5,-2,7,12,8,4,2
Cc1ccc(-n2nc3c(=O)n(CC(=O)NCCc4ccco4)nc(C)c3c2C)cc1,48,-2,-7,15,9,-6,8,0
Cc1cc(C)cc(NC(=O)c2ccc(CSc3nnc(C)s3)cc2)c1,-1,-1,2,-4,4,10,-34,-6
Cc1cc(C)n(CCC(=O)N/N=C/c2c(O)ccc3ccccc23)n1,-4,-3,-25,13,-8,-13,-15,-22
Cc1ccc(-c2nc(NC(=O)CSc3nnc4scc(-c5ccccc5)n34)ns2)cc1,9,-1,-3,-5,-61,-2,-5,4
CC(=O)Nc1ccc(NC(=O)C(C)OC(=O)CCC2CCCC2)cc1 (configuration not stated),16,-3,3,7,-3,6,-12,3
CSCCC(NC(=O)OCc1ccccc1)C(=O)O (configuration not stated),-20,-3,-8,0,-1,3,3,0
CC1=CC(C)(C)N(C(=O)CSc2nnc(C)s2)c2ccc(C)cc21,5,-4,2,17,1,-6,9,6
O=C(Cc1ccccc1)Nc1ccc2c(c1)OC1(CCCC1)O2,-75,0,-4,2,-1,-11,-4,3
COc1ccc(NC(=O)CCNS(=O)(=O)c2cc(Br)cnc2N)c(OC)c1,5,-4,-12,13,-18,2,9,2
COc1ccccc1NC(=O)CN1C(=O)NC2(CCCCCCC2)C1=O,-1,-3,0,6,7,6,0,-2
Nc1cc2cccnc2cc1Cl,4,nt,-8,-12,nt,nt,-12,0
CCN1CCCC1CNC(=O)C(=O)NC(C)c1ccccc1 (configuration not stated),-4,0,-2,2,11,-11,-7,-12
Cc1ccc(SCC(=O)c2ccc(CC(=O)O)s2)cc1,-4,-5,21,5,11,-6,4,-6
CCCCOc1ccc(C(=O)Nn2c(-c3cccs3)nc3ccccc3c2=O)cc1,2,-2,4,11,-6,44,0,-7
NC(=O)CSc1nnc(NC(=O)c2ccc(Br)o2)s1,-2,1,-6,14,6,-2,-3,27
O=C(NCc1ccccc1Cl)C1(S(=O)(=O)c2ccc(Cl)cc2)CC1,-4,0,19,10,15,2,8,4
O=C(c1cc(F)c(F)cc1Cl)N1CCOCC1,-7,-1,-8,12,7,7,0,4
CCN(CC)CCn1c(/N=C/c2cc(Br)ccc2O)nc2ccccc21,-9,-2,-10,13,1,1,1,31
O=C(C1CCCCC1)N1CCN(c2ccnc3cc(Cl)ccc23)CC1,53,8,0,12,2,0,-1,1
O=C1NC(=O)C(=O)N1,1,-1,-4,5,-1,3,0,-4
CCCCOc1ccc(-c2c(C#N)c(N)nc(SCC(N)=O)c2C#N)cc1,11,-1,-3,11,15,16,4,53*
COc1ccc2c(c1)CC/C(=C/c1ccccn1)C2=O,-7,-3,7,5,3,-2,8,-3
COC(=O)c1ccc(S(=O)(=O)NNC(=O)COc2ccc(C)cc2)cc1,-6,0,-9,-16,-12,-31,-8,6
CCOC(=O)c1c(NC(=O)CSc2nnc(N)s2)sc(C)c1-c1ccc(C)cc1,-1,1,7,22,5,1,-3,-6
O=C(NN=C1CCCCCC1)c1cccs1,-7,-2,-3,5,12,3,-3,-2
Cc1ccc(Nc2nc(N)c([N+](=O)[O-])c(NCCO)n2)cc1C,-5,-5,-9,9,13,1,-6,-8
CC(=O)N(Cc1ccccc1)c1nc(-c2ccccc2)cs1,-5,-3,18,9,-5,2,5,-5
COc1ccc(OC)c(CNC(=O)C2CCCN(C(=O)N(C)C)C2)c1 (configuration not stated),-1,2,-14,17,5,1,-2,3
Cn1c(=O)c2c(ncn2CC(O)CNc2ccc(F)cc2)n(C)c1=O (configuration not stated),-23,0,-4,2,-22,6,4,0
Cc1cc(C)c(C(=O)N2CCCC(CNS(=O)(=O)N(C)C)C2)o1 (configuration not stated),-10,1,3,-1,-23,-3,-5,8
Cc1cccc(OCC(=O)Nc2cc(NC(=O)COc3cccc(C)c3)cc(C(=O)O)c2)c1,-2,-1,-10,-5,-19,-15,-8,-1
O=C(CSc1nc(Nc2ccccc2)nc(N2CCOCC2)n1)Nc1cccc([N+](=O)[O-])c1,3,9,-6,-5,-43,1,0,-6
COCCNC(=O)Cn1cc(/C=N/NC(=O)c2ccc(Oc3ccc(O)cc3)cc2)c2ccccc21,-7,-2,9,14,-12,18,-6,-15
N#Cc1nccnc1N1CCN(C(=O)Nc2ccccc2)CC1,7,-5,-2,14,-17,-5,-6,4
COc1ccc(C)cc1NC(=O)c1ccc(-c2ccc(C(C)=O)cc2)o1,nt,0,13,nt,35,8,4,nt
S=C(Nc1ccccc1)N1CCn2c1nc1ccccc12,-15,-2,5,22,2,-2,16,5
Cc1ccccc1NC1=C/C(=N\S(=O)(=O)c2cccs2)c2ccccc2C1=O,42,-2,19,56*,7,-167,32,95*

Following part
Molecule,Gli-Sufu antag,APJ ag,EBI2 block,CCR6 antagonist,APJ antagonist,UBC13 polyUb,CXCR6 block,ATG4B inhibitor
CN(CC(=O)Nc1ccc(Cl)cc1)C(=O)c1sccc1-c1ccccc1,1,-4,5,4,-11,22,0,0
CC(Sc1nc(-c2ccccc2)cc(C(F)(F)F)n1)C(=O)Nc1sc2c(c1C#N)CCC2 (configuration not stated),-2,2,20,18,-10,-19,11,-2
CN(C)c1ccc(C(=S)N2CCN(C(=S)Nc3ccccc3)CC2)cc1,17,-3,7,2,0,6,-1,4
CN1CCN(C(=O)c2ccc(C(F)(F)F)cc2)CC1,-3,-1,-9,3,-16,-16,2,-7
Cc1ccc(S(=O)(=O)n2nc(C)c(S(=O)(=O)N3CCOCC3)c2C)cc1,23,-6,-3,5,-7,10,-2,1
CCOC(=O)Cc1csc(NC(NC(=O)OCC)(C(=O)OCC)C(F)(F)F)n1 (configuration not stated),9,4,7,12,-3,2,2,-6
COCCNC(=O)CN(C(=O)Cn1nnc2ccccc21)c1ccccc1,3,0,-4,5,10,7,-1,-10
CCC1(C)SC(NC(C)=O)=NN1C(C)=O (configuration not stated),2,-3,-3,6,-13,0,-8,-2
N=c1c2c3c(sc2ncn1Cc1ccco1)CCCCC3,22,0,-7,6,5,7,-2,-7
NC(=O)NCc1ccccc1F,1,-5,7,1,5,-3,-1,-10
O=C(NC(=S)NC1CCCCC1)c1ccc(Cl)cc1,-75,3,12,15,20,-9,-10,6
CC(C)[C@H](NC(=O)C1CCC(CNC(=O)[C@@H]2CCCN2C(=O)OC(C)(C)C)CC1)C(=O)O (some centres not stated),10,0,-6,-1,11,2,-3,10
O=C(CSc1nnc(NC2CCCCC2)s1)Nc1ccc2c(c1)C(=O)c1ccccc1C2=O,-110,2,6,25,-8,-30,-1,-3
COc1ccc(-c2[nH]c(-c3ccc4c(c3)OCO4)nc2-c2ccccc2)cc1,8,-2,24,3,-4,-4,-12,23
Cc1ccc(OCC(=O)Nc2cc(C)on2)c([N+](=O)[O-])n1,-1,-2,-6,0,-6,-2,-7,-2
Cc1cc(C(=O)CSc2nnnn2C)c(C)n1Cc1ccco1,-52,-4,-6,6,-26,8,1,-2
COc1ccc(C(=O)C2CCN(S(=O)(=O)c3ccc4c(c3)OCCO4)CC2)cc1,2,0,25,12,-6,18,-5,-8
CC(=O)Nc1ccc(N=Nc2ccccc2)cc1,-90,-3,2,30,14,-10,6,9
O=C(CCn1c(=O)c2sccc2n(CC(=O)OCc2ccccc2)c1=O)NCc1ccco1,0,0,9,-3,-7,4,-3,-8
COc1ccccc1N1CCN(C2CCN(C(=O)COc3ccccc3)CC2)CC1,28,-3,-2,-6,8,-3,-9,-22

Complete entries, quoted from the list. Screens in order: Gli-Sufu antag | APJ ag | EBI2 block | CCR6 antagonist | APJ antagonist | UBC13 polyUb | CXCR6 block | ATG4B inhibitor
`CC(=O)Nc1ccc(N=Nc2ccccc2)cc1` as listed: -90 | -3 | 2 | 30 | 14 | -10 | 6 | 9
`COc1ccc(C(=O)C2CCN(S(=O)(=O)c3ccc4c(c3)OCCO4)CC2)cc1` as listed: 2 | 0 | 25 | 12 | -6 | 18 | -5 | -8

Next entries
Molecule,Gli-Sufu antag,APJ ag,EBI2 block,CCR6 antagonist,APJ antagonist,UBC13 polyUb,CXCR6 block,ATG4B inhibitor
CC1CN(S(=O)(=O)c2ccc(C(=O)OCc3ccc(C#N)cc3)cc2)CC(C)O1 (configuration not stated),-2,-1,-7,7,7,6,-1,-9
COc1ccc(CCN2CCCn3c2nc2c3c(=O)[nH]c(=O)n2C)cc1OC,5,-3,1,-2,12,3,-10,2
CC(C)(CN=C1NS(=O)(=O)c2ccccc21)CNC(=O)CN1C(=O)c2ccccc2C1=O,-5,-4,-10,-3,10,-1,-6,-15
COc1ccccc1Nc1nc(N)nc(-c2cc3ccccc3o2)n1,-21,-3,29,-6,-14,-10,-4,-6
O=C(/C=C/NCc1cccnc1)C(F)(F)C(F)(F)F,33,-2,-8,8,7,-4,-7,-5
COc1ccc(NC(=O)CSc2ncn[nH]2)c([N+](=O)[O-])c1,-11,6,-5,-7,-14,-2,2,-8
CCc1cc2c(=O)n(-c3ccccc3)c(=S)[nH]c2s1,13,-3,-4,6,1,48*,10,0
Cc1ccccc1OCCC(=O)OCC(=O)NNC(=O)c1cccs1,-1,-1,-1,1,2,-3,2,-10
Cc1c(OCC(N)=O)ccc2c(-c3ccccc3)cc(=O)oc12,27,-2,1,7,12,9,1,-2
Cc1n[nH]c(C)c1CN(C)C(=O)C1CCC(=O)N(CC2CCCCC2)C1 (configuration not stated),-2,-1,-2,8,6,-6,5,10
Cc1ccc(C(=O)N/C(=C/c2ccc(N(C)C)cc2)C(=O)NCC2CCCO2)cc1 (configuration not stated),0,-2,-7,-4,1,-1,2,-2
CC(=O)N1C(=O)N(C(C)=O)C2C1N(C(C)=O)C(=O)N2C(C)=O (configuration not stated),-1,-2,-11,-3,3,5,5,-5
CCOC(=O)c1sc(NC(=O)CCN2C(=O)C3CCCCC3C2=O)cc1C (configuration not stated),-1,-2,-2,6,-11,10,7,-4
